MmCpn inh: Inhibitors of TCP-1 ring complex (TRiC) of Methanococcus maripaludis (MmCpn): qHTS. Chaperonin Mm-Cpn (Methanococcus maripaludis). purified Mm-Cpn ATPase, ADP Transcreener TR-FRET. Potency, µM (titrated, usually from 76.9 µM), inactives show top-dose activity, negative = inhibition, actives largely listed as inhibitors. actives 0.031% (n = 330,000). AID 504842, 2011; further: potency means the concentration at half of the fitted maximal effect; on the % scale 0 is the no-effect control and ±100 the full control effect; nearly all actives have a fitted effect of over 80% in size
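25 nM Mm-CPN + cpd, 10 min 37°C; + 10 uM ATP, 30 min 37°C; buffer 30 mM Tris pH 7.4, 100 mM KCl, 5 mM MgCl2, 1 mM DTT; Transcreener ADP HTRF detection 30 min RT.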
A549 tox: Nrf2 qHTS screen for inhibitors: counterscreen for cytotoxicity; Potency, µM (series often up to 46 µM), inactives show at the top dose activity change, negative = cytotoxicity, most hits filed as inhibitors; A549 ARE-Fluc cells, CellTiter-Fluor viability, 18-24 h; actives 0.16% (n = 390,000); AID 504648, 2011; further: potency means the concentration at half of the fitted maximal effect; on the % scale 0 is the no-effect control and ±100 the full control effect
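A549 ARE-Fluc cells in 5% FBS OPTI-MEM, 5000 cells/well, rested 2 h then exposed to compounds in concentration-response for 18-24 h at 37 °C. Viability by CellTiter-Fluor fluorescence (Ex 405/Em 525) after 30 min; luciferase luminescence (BugLite, 15 min, RT) read afterwards.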
Nrf2 block: Nrf2 qHTS screen for inhibitors; A549 ARE-Fluc reporter, luciferase luminescence, 18-24 h; Potency, µM (series often up to 46 µM), for the others: top-dose activity change, negative = inhibition, hits mostly inhibitors; actives 2.1% (n = 360,000); further: potency means the concentration at half of the fitted maximal effect; on the % scale 0 is the no-effect control and ±100 the full control effect; nearly all actives have a fitted effect of over 60% in size
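Reporter: ARE-Fluc in A549. Exposure: 18-24 h, 37 °C, 5% CO2, 5% FBS OPTI-MEM. Readouts: fluorescent cytotoxicity (CellTiter-Fluor), then luminescent Nrf2 signal after BugLite.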
EPAC2 ag: qHTS for Agonist of cAMP-regulated guanine nucleotide exchange factor 4 (EPAC2): primary screen. Rap guanine nucleotide exchange factor 4 (Homo sapiens), Q8WZA2. EPAC2 activation, biochemical qHTS; response scale: 100% = 6.5 mM cAMP response. Potency, µM (series often up to 154 µM), for the others: at the top dose activation, usual class: activators. actives 0.079% (n = 360,000); further: potency means the concentration at half of the fitted maximal effect; nearly all actives have a fitted effect of over 50% in size
Target sequence (Q8WZA2 whole entry, looked up): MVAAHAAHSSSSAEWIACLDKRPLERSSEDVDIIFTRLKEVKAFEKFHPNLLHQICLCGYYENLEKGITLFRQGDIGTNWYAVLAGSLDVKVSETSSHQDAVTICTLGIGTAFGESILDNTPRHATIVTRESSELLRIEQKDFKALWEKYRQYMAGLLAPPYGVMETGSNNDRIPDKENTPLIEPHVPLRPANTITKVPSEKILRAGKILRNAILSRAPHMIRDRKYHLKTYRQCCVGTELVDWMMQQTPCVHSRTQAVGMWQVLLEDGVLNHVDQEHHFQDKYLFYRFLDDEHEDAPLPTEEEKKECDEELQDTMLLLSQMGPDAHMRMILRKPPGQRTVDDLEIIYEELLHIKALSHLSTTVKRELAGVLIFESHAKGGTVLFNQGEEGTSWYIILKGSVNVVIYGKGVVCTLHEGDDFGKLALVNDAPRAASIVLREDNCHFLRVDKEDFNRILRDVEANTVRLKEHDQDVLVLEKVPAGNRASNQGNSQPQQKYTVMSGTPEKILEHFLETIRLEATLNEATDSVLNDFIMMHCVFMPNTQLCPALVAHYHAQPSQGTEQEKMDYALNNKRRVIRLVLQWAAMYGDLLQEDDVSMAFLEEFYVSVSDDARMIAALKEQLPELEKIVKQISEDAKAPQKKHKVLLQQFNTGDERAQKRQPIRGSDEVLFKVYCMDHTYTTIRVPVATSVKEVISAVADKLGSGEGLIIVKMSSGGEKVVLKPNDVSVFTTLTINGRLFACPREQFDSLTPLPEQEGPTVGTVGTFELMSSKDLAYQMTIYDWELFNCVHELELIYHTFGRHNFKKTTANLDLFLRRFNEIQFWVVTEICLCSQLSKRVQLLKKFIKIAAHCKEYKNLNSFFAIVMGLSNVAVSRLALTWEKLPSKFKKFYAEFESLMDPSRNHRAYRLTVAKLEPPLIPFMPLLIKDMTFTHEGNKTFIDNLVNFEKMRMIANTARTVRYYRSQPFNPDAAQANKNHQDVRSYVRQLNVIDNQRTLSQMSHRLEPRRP
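Exchange assay: 100 nM EPAC2 with 250 nM Rap1B-BODIPY-GDP and 50 uM GDP. Fluorescence (ex 480/em 540 nm) read every 5 min for 30 min at room temperature. Data normalized to 6.5 mM cAMP as agonist control.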
Nrf2 activator: qHTS of Nrf2 Activators; AREc32 ARE-luciferase reporter (MCF7-derived line), luminescence, 24 h; Potency, µM (doses to about 46.1 µM), for the others: at the highest dose activation, most hits filed as activators; actives 0.31% (n = 410,000); AID 624171, 2012; further: potency means the concentration at half of the fitted maximal effect; % of control where 0% means no effect; nearly all actives have a fitted effect of over 65% in size
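ARE-driven firefly luciferase activity in AREc32 cells measured after a 24 hr compound exposure at 37 deg C, using Steady-Glo reagent and a 30 min room-temperature hold.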
CCT chaperon mod: High-Throughput Screening for Modulators of Cytosolic Chaperonin Activity. purified chaperonin ATPase assay, HTRF ADP detection, 30 min. activity change, % (concentration not given with the values), hits read low. actives 0.3% (n = 360,000). AID 651819, 2012; in the data active means activity change below about -30%; further: on the % scale 0 is the no-effect control and ±100 the full control effect
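First, chaperonin was dispensed at 40 nM or 20 nM final depending on batch activity. Next, compounds were pinned at 76 uM and ATP added at 10 uM. After 30 min at 37 °C, ADP detection reagents ran 30 min at ambient temperature.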
EPAC2 antag: qHTS for Antagonist of cAMP-regulated guanine nucleotide exchange factor 2 (EPAC2): primary screen. EPAC2 GEF exchange of Rap1B-BODIPY-GDP, fluorescence. Potency, µM (top dose mostly 114 µM), inactives show at the highest dose activity, negative = inhibition, hits mostly inhibitors. actives 0.18% (n = 360,000). AID 720708, 2013; further: potency means the concentration at half of the fitted maximal effect; on the % scale 0 is the no-effect control and ±100 the full control effect; nearly all actives have a fitted effect of over 45% in size; many of its hits are not listed in these tables
TGFb SMAD3 inh: qHTS for Inhibitors of TGF-b | HepG2 CAGA-GFP TGF-b/SMAD3 reporter, GFP fluorescence, 18 h; TGF-beta stimulated, 500 pg/mL final | Potency, µM (top dose mostly 46.1 µM), for the others: top-dose activity, negative = inhibition, actives largely listed as inhibitors | actives 1.2% (n = 410,000); further: potency means the concentration at half of the fitted maximal effect; on the % scale 0 is the no-effect control and ±100 the full control effect; nearly all actives have a fitted effect of over 65% in size
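HEPG2 CAGA-GFP cells (1000/well, DMEM with 1% FBS) were pre-incubated 2 h at 37 degrees C, given compound by pin tool, then stimulated with TGF-beta at 500 pg/mL final for 18 h before per-cell GFP fluorescence imaging.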
pAkt inh: HTS Assay for Inhibitors of Akt Phophorylation: Primary Screen; activity change, % for hits at 50 µM; actives 0.32% (n = 360,000); Neuro2A IGF-stimulated pAkt S473 HTRF, 20 min; hits give low values; in the data active means activity change below about -80%; inconclusive means mostly about -51% to -80%; further: on the % scale 0 is the no-effect control and ±100 the full control effect
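Neuro2A cells in DMEM with 0.5% FBS, overnight at 37 deg C, given compound at single 50 µM final, then IGF (6 nM final) for 20 min at 37 deg C. Lysed; phospho-Akt Ser473 by HTRF after 24 h, 665/615 ratio.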
Active calls of the source: *; i = inactive; ? = inconclusive; · = no result given; [ ] = dose if it differs, or a comment. Unless noted, the call rests on the fitted dose curve; in most records, active means well fitted curve in the direction sought with a large enough effect; inconclusive means small, poorly fitted or top-dose-only effect, or another doubt; inactive means no such curve, though single readings can be large; an effect the other way counts as inactive or inconclusive. An excerpt; rates above refer to the full screens.

SMILES | MmCpn inh | A549 tox | Nrf2 block | EPAC2 ag | Nrf2 activator | CCT chaperon mod | EPAC2 antag | TGFb SMAD3 inh | pAkt inh
CN(C)CCCNS(=O)(=O)c1ccc(Cl)s1 | -3% | 0% | -2% | 5% | -0.3% | 0.5 | -6% | -1% | i
Cc1ccccc1OCC(=O)NC(=S)Nc1ccc2c3c(cccc13)CC2 | 1% | -2% | -19% | 10% | 0.0% | -0.4 | 6% | 0% | i
CCCCC(=O)c1c(O)c2ccccc2oc1=O | -3% | ? | ? | 0% | 0.1% | -1.0 | -2%[57.1 µM] | 0% | i
COc1ccc(/C=C/C(=O)c2ccccn2)cc1 | 0% | 1% | ? | 10% | 19% | -5.4 | 3% | -9% | i
O=C(Nc1ccc(S(=O)(=O)Nc2ncccn2)cc1)C1CC(=O)N(c2ccccc2)C1 (stereo not given) | -1% | 1% | -5% | 2% | -0.6% | -2.9 | -1% | 0% | i
CCN(CC)CCNC(=O)c1cc(Br)c(N)cc1OC | -2% | 0% | 7% | -1% | 0.7% | -1.3 | 4% | -10% | i
CC(NC(=O)CSc1nnc(-c2cccc(S(=O)(=O)N3CCCCC3)c2)o1)C12CC3CC(CC(C3)C1)C2 (stereo not given) | -2% | -26% | ? | -2% | 0.0% | -6.2 | 2% | -1% | i
CNc1oc(-c2ccccc2)nc1S(=O)(=O)c1ccc(C)cc1 | -1% | 13% | -15% | 3% | -1.4% | -1.3 | -7% | -4% | i
O=S(=O)(c1cccs1)N1CCN(c2ncccn2)CC1 | 0% | -1% | ? | 4% | 0.4% | -1.3 | 0% | -4% | i
Cc1ccc(-n2c(C)cc(C(=O)CSc3nnnn3C)c2C)cc1 | -5% | -11% | ? | 8% | -0.1% | 1.1 | 14% | -15% | i
CCOc1ccc(S(=O)(=O)N(C)CC(=O)NCCN2CCOCC2)cc1 | 0% | 2% | 1% | 4% | 0.6% | 0.5 | 12% | 19% | i
O=C(NCc1ccc(Cl)cc1)c1ccc2c(c1)NC(=O)C(CS(=O)(=O)Cc1ccccc1Cl)N2 (stereo not given) | · | 1% | -25% | · | -0.6% | · | · | ? | ·
COc1ccc(OC)c(C2C(C#N)=C(N)Oc3c2c(C)nn3-c2ccc(C)cc2)c1 (stereo not given) | 0% | -3% | -15% | -7% | 21% | -3.2 | -2% | 7% | i
C=CCSc1cc(C)nc2c(-c3ccccc3)cnn12 | 1% | -2% | ? | 3% | 13% | -1.1 | -19% | -13% | i
CCn1ncc(C2=NOC(C(=O)NCc3ccccc3)C2)c1C (stereo not given) | 2% | -21% | · | -4% | 0.0% | -1.4 | 9% | ? | i
Cc1cc(OCC(=O)OC(C)C(=O)Nc2ccc(N3CCOCC3)cc2)ccc1Cl (stereo not given) | 1% | 0% | 5% | 13% | 0.0% | 0.4 | -5% | -4% | i
O=C(CCSc1nnc(-c2ccco2)o1)Nc1ccc(F)cc1 | 1% | -1% | -16% | 10% | 2.6% | -3.3 | 4% | -1% | i
CCCCc1ccc(NC(=S)N2CCN(C)CC2)cc1 | -3% | -2% | 6% | -6% | 3.8% | -6.9 | 3% | -20% | i
Cc1cccc(C(=O)OC(C)CN2C(C)CCCC2C)c1 (stereo not given) | 2% | 8% | 13% | 0% | 0.0% | -0.6 | 1% | 16% | i
Cc1ccn2c(=O)nc(SCC(=O)c3ccccc3)nc2c1 | -2% | 1% | 19% | -5% | 5.9% | -1.1 | -1% | -16% | i
Cc1ccc(S(=O)(=O)N2CCN(C(C(=O)Nc3ccc(F)cc3)c3ccccc3)CC2)cc1 (stereo not given) | 2% | 0% | -17% | 4% | -0.6% | -1.4 | -4% | ? | i
Nc1ccc2[nH]ncc2c1 | -3% | -1% | -18% | -3% | -1.4% | -5.6 | 12% | 15% | i
CCCSc1nnc(N2C(=O)CC(c3ccsc3)C3=C2CCCC3=O)s1 (stereo not given) | -2% | 8% | -7% | 10% | 0.3% | 2.3 | -14% | -2% | i
COc1cc(OC)cc(C(=O)c2c(C)c(C#N)c3ccccn23)c1 | -2% | ? | 1% | 16% | -0.6% | -2.6 | -11% | 4% | i
COC(=O)[C@]12CCCCC=C1N(Cc1ccco1)C(=O)[C@H](CC(=O)NCc1cccs1)C2 | · | · | · | 7% | -0.2% | 0.1 | 2% | · | i
O=C(O)c1ccc(NCc2ccc3c(c2)OCO3)cc1 | 0% | -10% | 2% | 1% | -0.8% | -0.1 | 4% | 3% | i
COC(=O)c1ccc(NC(=O)N2CCN(c3nnc(C)c4c(C)n(-c5ccccc5)nc34)CC2)cc1 | · | -4% | -16% | · | 0.2% | · | · | 7% | ·
Cc1cc(C2=CC(=O)C[C@H](c3ccc4c(c3)OCO4)C2)ccc1F | 0% | 2% | -16% | 20% | 6.6% | -9.9 | -2% | ? | i
Cc1[nH]c2ccccc2c1CCNS(=O)(=O)c1ccc(S(N)(=O)=O)cc1 | -2% | 10% | 2% | 8% | 1.0% | -3.1 | 6% | 0% | i
Cc1cc(C)cc(N(CC(=O)NC2CCCCC2)C(=O)CCCC(=O)Nc2ccccn2)c1 | 2% | ? | 21µM* | -3% | -0.3% | -1.9 | ? | -16% | i
COc1cc(-c2noc(CCC(=O)NC3CCCCC3)n2)cc(OC)c1OC | -2% | 0% | ? | 9% | 6.4% | 3.2 | 6% | 9% | i
COc1ccccc1C(=O)NNC(=O)c1cccc(Br)c1 | 0% | 16% | ? | 14% | 6.3µM* | -2.5 | 5% | 1% | i
Clc1ccccc1OCCN1CCCCC1 | 0% | 11% | 3% | 12% | -0.2% | -11 | -2% | 3% | i
Cc1c(C#N)c2ncn(CC#N)c(=O)c2n1-c1ccccc1 | -1% | 0% | 9% | 9% | -0.4% | -1.5 | 7% | -12% | i
CCCN(CCC)CCCNC(=O)c1cn(C)c2ccc(S(=O)(=O)N3CCOCC3)cc2c1=O | · | -3% | 7% | · | -0.9% | · | · | 1% | ·
Cc1ccc(-n2nnnc2SCC(=O)NCCC2=CCCCC2)c(C)c1 | 0% | -9% | -8% | 10% | 0.1% | -2.8 | -4%[57.1 µM] | -2% | i
CC(C)(C)c1cc(C(=O)NNc2cccc(Cl)c2)n(Cc2ccccc2)n1 | 0% | -13% | -12% | 4% | 6.8% | -1.3 | -17% | ? | i
O=C(O)c1ccccc1C(=O)c1cccc2c(F)cccc12 | · | -10% | -7% | -4% | 0.1% | -2.1 | -2% | ? | i
O=C(Nc1ccc(OC(F)(F)F)cc1)c1n[nH]c(Cn2cncn2)n1 | -3% | -5% | -18% | -3% | -0.1% | -0.2 | -5% | -3% | ·
CCC(C)c1ccc(O)c(/C=N/O)c1 (stereo not given) | 1% | -9% | 16% | 1% | 3.6% | 0.5 | -7% | -15% | i
CCOC(=O)N1CCN(C2=NC3(CCCCC3)C(C#N)C(=O)N2)CC1 (stereo not given) | -1% | 13% | 26% | 6% | -0.8% | -2.6 | -6% | 11% | i
O=C(Nc1ccccc1C(=O)OCn1nnc2ccccc2c1=O)c1ccco1 | 1% | -8% | -4% | 7% | 4.0% | -1.9 | 5% | 3% | i
COCCNC(=O)NC12CC3CC(CC(C3)C1)C2 | 2% | 0% | -11% | 14% | -1.0% | -0.2 | -5%[57.1 µM] | 3% | i
COc1ccc(Cl)cc1NC(=O)CN(C)C(=O)CCNC(=O)c1ccccc1OC | -1% | 7% | -11% | 0% | -0.3% | -13 | 7% | 8% | i

Assay outcomes (PubChem)
